Bioassay records: PubChem BioAssay, several laboratories
M1 antagonist: antagonists of rat M1 muscarinic receptor; B-score at 10 µM; CHO-M1 cells, Fluo-4 calcium, ACh EC80 antagonist mode; hits give low values; 64,000 compounds, 3.4% hits; P08482;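 active = calcium fluorescence response, raw or row-and-column corrected B-score, differing from the plate sample mean either way at a set confidence level, mostly lower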
Target sequence (P08482 whole entry, looked up): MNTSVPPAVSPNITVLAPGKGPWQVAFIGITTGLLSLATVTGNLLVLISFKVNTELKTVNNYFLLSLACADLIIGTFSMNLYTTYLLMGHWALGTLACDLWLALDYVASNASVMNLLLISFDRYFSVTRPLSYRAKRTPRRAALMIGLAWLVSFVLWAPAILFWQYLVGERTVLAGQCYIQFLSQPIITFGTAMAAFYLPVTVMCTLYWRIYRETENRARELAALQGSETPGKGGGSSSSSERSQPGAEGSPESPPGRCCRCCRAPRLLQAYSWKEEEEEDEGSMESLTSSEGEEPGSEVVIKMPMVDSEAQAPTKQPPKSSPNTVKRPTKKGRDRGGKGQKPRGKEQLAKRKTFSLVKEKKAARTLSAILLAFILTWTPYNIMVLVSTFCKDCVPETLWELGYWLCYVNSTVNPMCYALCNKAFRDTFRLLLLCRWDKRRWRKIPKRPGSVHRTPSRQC
Jurkat tox 60K: cytotoxic compounds reducing Jurkat cell viability | inhibition, % at 4 µM | 56,000 compounds, 1.2% hits | Jurkat E6.1 viability, ATP luminescence, 48 h;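 active = inhibition above the mean inhibition of all tested compounds plus 3 SD, cut at about 28% in these data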
TNAP act DEA: activates human TNAP at intermediate phosphate acceptor concentration; purified TNAP, CDP-star luminescence, 100 mM DEA, 30 min; hits give high values; scale: 0 levamisole-inhibited, 1 vehicle-only enzyme; activation factor at 20 µM; 64,000 tested, under 10 active; AID 813;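 active = activation factor of at least 2 at 20 µM, relative to controls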
NADH coupling: inhibition of NAD/NADH coupling enzymes, library profiling. 65,000 compounds, 0.02% hits. coupled PK/LDH NADH assays, four targets. IC50, µM (titrated, usually from 10 µM), for inactives: at the top dose inhibition;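 active = single-dose screening hits from any of four coupled enzyme assays that gave an IC50 when retested across doses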;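 note: the DPM-DC format reads NADH fluorescence rather than 340 nm absorbance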
tolC growth inh: blocks growth of E. coli BW25113 tolC mutant | 65,000 compounds, 2.2% hits | OD615 | growth inhibition, % at 10 µM (by protocol);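 active = growth inhibition at or above a cutoff equal to the mean over every tested compound plus 3 SD, cut at about 60% in these data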;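 note: growth measured after 20 h incubation at 37 °C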
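Signal: optical density read at 615 nm; Assay system: E. coli ΔtolC::kan strain BW25113; Times: 20 h incubation with compound, 37 °C; Dosing: 10 µM final, single dose.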
SF-1 act: activators of human nuclear receptor SF-1 | Q13285 | CHO-K1 Gal4-SF-1 LBD luciferase reporter; % increase over DMSO SF-1-specific signal | activation, % at 10 µM | 65,000 compounds, 1.9% hits;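 active = activation above the mean activation of all tested compounds plus 3 SD, cut at about 50% in these data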
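Test system: transient Gal4-SF-1 LBD reporter, CHO-K1; Amount: 4,000 CHO-K1 cells per well; Doses: 10 µM only; Timing: compound exposure 20 h at 37 °C; Signal: luciferase light emission; Read-out basis: percent activation relative to DMSO median and mock-transfected background; Control set: DMSO negative control and −SF1 background wells; Replicates: one test per compound.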
HEK293 NFkB inh: inhibitors of the PMA/ionomycin-induced NF-kB reporter in HEK293 cells | HEK-293 NF-kB luciferase reporter, luminescence | inhibition, % at 3 µM | 62,000 compounds, 0.21% hits;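 active = inhibition above the mean of all tested compounds plus 3 SD, cut at about 40% in these data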;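 note: 0% = stimulated DMSO wells and 100% = 10 µM reference inhibitor 5653914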
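System: NF-kB luciferase reporter HEK-293 cells | Replication: Single test | Control set: DMSO vs reference inhibitor | Evaluation: % inhibition | Schedule: 1 h pretreatment, 16 h stimulation, 37 °C | Probe or stimulus: PMA with ionomycin | Compound dosing: One dose, 3 µM | Detection: Luciferase luminescence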
M1 agonist: M1 muscarinic receptor agonism | CHO-M1 cells, Fluo-4 calcium fluorescence, agonist mode; hits give high values | B-score at 10 µM | 64,000 compounds, 3% hits | AID 626;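 active = fluorescence rise, raw or as B-score row- and column-corrected plate score, outside the 99.7% band of its plate's samples, either direction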
D1 allo mod: allosterically modulates the human D1 dopamine receptor | P21728 | HEK293 D1, CRE-luciferase, dopamine EC30 potentiation; actives deviate in either direction | B-score at 10 µM | 58,000 compounds, 5.9% hits;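 active = luminescence count or its row- and column-corrected plate score outside the 99.7% band of the plate's sample wells, on either side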
Target sequence (P21728 whole entry, looked up): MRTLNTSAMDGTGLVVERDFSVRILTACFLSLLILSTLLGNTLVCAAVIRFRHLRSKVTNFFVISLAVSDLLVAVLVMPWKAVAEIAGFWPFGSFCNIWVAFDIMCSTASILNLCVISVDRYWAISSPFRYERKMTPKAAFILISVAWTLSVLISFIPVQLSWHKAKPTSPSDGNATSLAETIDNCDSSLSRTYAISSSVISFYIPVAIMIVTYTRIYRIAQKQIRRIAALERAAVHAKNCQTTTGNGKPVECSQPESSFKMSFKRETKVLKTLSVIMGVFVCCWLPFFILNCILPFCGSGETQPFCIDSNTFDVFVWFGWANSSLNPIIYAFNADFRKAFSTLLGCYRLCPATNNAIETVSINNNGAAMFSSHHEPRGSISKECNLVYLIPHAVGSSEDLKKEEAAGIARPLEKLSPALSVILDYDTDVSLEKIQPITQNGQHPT
The depositor's hits bear a star; · = no result given; [ ] = dose if it differs, or a comment.

SMILES	M1 antagonist	Jurkat tox 60K	TNAP act DEA	NADH coupling	tolC growth inh	SF-1 act	HEK293 NFkB inh	M1 agonist	D1 allo mod
CCN(C(=O)CN1CCN(c2ccc(O)cc2)CC1)c1c(N)n(Cc2ccccc2)c(=O)[nH]c1=O	1	-1	0.8	6%	-11	-8	16	1.3	-0.035
CC(=O)N1CCc2cc(C(=O)CN3CCN(C(=O)c4ccco4)CC3)ccc21	-0.36	-4	1	2%	-3	3	8	0.04	-0.51
COC(=O)C(O)(CC(=O)Nc1ccc(Cl)cc1F)C(F)(F)F (configuration not stated)	0.092	6	1	3%	-2	-1	9	0.59	-0.3
CCOC(=O)c1c(C)[nH]c(C(=O)Cn2nnc(-c3ccccc3)n2)c1C	-0.57	-6	0.9	5%	-7	2	4	0.46	0.47
OC(COc1ccc(Cl)cc1)CN1C2=NCCCN2c2ccccc21 (configuration not stated)	-1.5	8	0.9	7%	5	11	6	-0.66	-2.7
Cc1ccc(S(=O)(=O)N2CCOCC2)cc1C(=O)OCC(=O)N1CCc2ccccc2C1	0.11	7	0.9	3%	-6	9	13	-2.2	-0.45
CCS(=O)(=O)c1nc2ccccc2n1Cc1ccccc1Cl	-0.48	3	0.9	3%	11	-10	19	-0.22	16*
O=C(NC1CCCCC1)C1CCN(c2nnnn2-c2ccccc2)CC1	-0.49	1	1	8%	-28	7	20	0.00049	-1.5
CC1=CCP(=O)(c2ccccc2)C1 (configuration not stated)	0.76	-9	0.9	7%	-8	-1	-8	0.32	-0.39
O=c1[nH]c2ccc(Br)cc2c(-c2ccccc2)c1CN1CCOCC1	0.82	4	0.9	8%	20	-10	4	-0.54	1.6
CC(=O)N(C)c1ccc(NC(=O)c2cnn(C)c2)cc1	-0.91	·	1	5%	-9	-2	12	-0.085	0.033
CCn1c(C(C)NC(=O)Cc2ccccc2)nc2ccccc21 (configuration not stated)	-0.26	·	1	7%	-6	-9	20	-0.3	-0.28
COc1cccc(C2=CC(c3cccc(OC)c3OC(F)F)n3nnnc3N2)c1 (configuration not stated)	0.31	7	0.9	4%	13	5	-5	-0.78	2.6
CCOC(=O)c1c(C)n(C)c2cc(OCCN(CC)CC)ccc12	0.2	2	0.9	7%	3	-2	14	0.7	1
CCOCCCNC(=O)c1c(C)[nH]c(C(=O)OCC)c1C	-0.0064	0	1	4%	-9	7	0	-0.19	0.17
O=C(Nc1ccccc1C(=O)N1CCOCC1)C1CCCO1 (configuration not stated)	0.12	-1	0.9	8%	-28	-5	11	0.42	0.14
CCc1c(C)sc(NC(=O)c2ccco2)c1C(=O)N1CCOCC1	-0.4	3	1	2%	-11	-6	15	2.5	0.3
COc1cccc(N(CC(=O)Nc2cccc(C(C)=O)c2)S(C)(=O)=O)c1	-0.68	-4	0.9	8%	-15	-8	10	0.25	-0.23
O=S(=O)(NCc1csc(-c2cccnc2)n1)c1ccc2c(c1)OCCO2	0.64	8	1.1	4%	-10	9	-7	0.039	0
COc1ccc(CCC(=O)N2CCc3ccccc32)cc1	-0.38	-6	0.9	7%	-5	24	-4	1.9	-0.049
Nc1c(S(=O)(=O)c2cccs2)c2nc3ccccc3nc2n1Cc1cccs1	-0.066	-12	0.8	8%[fluoresces]	4	-4	9	0.16	0.58
COc1cccc(NC(=O)CSc2nnc(-c3ccc(C)cc3)o2)c1	0.093	-2	1	4%	-7	48	-13	0.72	-1.8
O=c1c2[nH]c3ccccc3c2ncn1Cc1ccccn1	0.75	-4	1	9%	-21	-10	6	-0.45	0.91
CC(C)C(c1nnnn1C1CCCC1)N1CCCc2ccccc21 (configuration not stated)	-1.2	7	0.8	2%	74*	-6	18	-0.99	0.48
Cc1csc2c(C#N)c(=O)c3c(n12)CCC3	0.35	-1	0.9	5%	11	-2	6	-0.19	4.4*
COc1ccc(N(C)C(=O)CCC(=O)Nc2ccc3nc(N4CCOCC4)cc(C)c3c2)c(OC)c1	0.12	1	0.9	9%[fluoresces]	2	-6	-1	0.74	-0.66
OC(COc1ccccc1)CSc1ncn[nH]1 (configuration not stated)	0.97	-1	0.9	3%	-2	6	5	0.21	·
C=CCn1c(SCC(=O)c2cc(C)n(C(C)COC)c2C)nc2sc(C)c(C)c2c1=O (configuration not stated)	-0.041	3	0.9	4%	15	-4	13	0.038	2.5
O=C(Nc1ccccc1C(F)(F)F)C1CC(=O)N(c2ccccc2F)C1 (configuration not stated)	0.3	-11	0.9	7%	-16	12	9	0	0.012
CCn1c(SCC(=O)Nc2cccc(C(C)=O)c2)nnc1C(C)C	0.5	0	0.9	35%	-20	6	6	0.51	-0.45
Cc1cc(C)cc(Nc2ccc(C(=O)O)cc2N)c1	-0.91	7	·	13%	0	0	8	0.26	-0.14
COc1ccccc1N1CCN(CC(=O)c2c(C)n(C)c3ccccc23)CC1	0.019	2	0.8	3%	37	-11	10	-0.2	1.4
CSc1cccc(-n2cc(-c3ccc4c(c3)OCO4)[nH]c2=O)c1	-0.079	·	0.9	5%	17	43	-19	0.038	0.41
COC(=O)c1ccccc1NC(=O)C1CCCN(S(=O)(=O)c2ccccc2)C1 (configuration not stated)	-0.092	2	0.8	6%	32	8	-1	0.99	-0.13
COCNc1nc(OCC#N)nc(N(C)C)n1	0.0011	-2	0.9	2%	-23	-9	9	-0.049	0.31
Cc1noc(NS(=O)(=O)c2ccc(NC(=O)CS(=O)(=O)c3ccccc3)cc2)c1C	-0.18	3	·	7%	1	-10	11	-0.43	0.23
Cc1cccc(-c2noc(Cc3ccc(Cl)cc3)n2)c1	-0.68	2	0.9	5%	36	15	21	0.071	0.65
COC(=O)Cn1cc(C(=O)OC)c2ccccc21	0.49	-4	1	3%	-8	-8	16	0.036	-0.94
CCc1nnc(NC(=O)CC(=O)Nc2ccccc2C(=O)O)s1	0.038	-12	1	9%	-22	-1	8	1.1	-1.5
COc1ccc(OC)c(S(=O)(=O)N(C)CC(=O)Nc2ccc3c(c2)OCO3)c1	0.75	-5	1	4%	9	15	18	0.43	-0.0078
Cc1nnc(NC(=O)c2ccc3c(c2)C(=O)N(CC2CCCO2)C3=O)s1 (configuration not stated)	-0.057	-4	0.9	7%	-5	7	1	0.57	2.8
CCC(Oc1ccccc1)C(=O)Nc1ccccn1 (configuration not stated)	0.47	9	0.9	7%	-16	-4	6	0.58	0.046
Cc1ccc(S(=O)(=O)N(C)Cc2cc3ccccc3[nH]c2=O)cc1	0.28	12	0.9	3%	5	-22	12	0.0058	0.61
CN1CCN(CP(=O)(N2CCOCC2)N2CCOCC2)CC1	-0.42	1	1	2%	-9	4	23	0.37	0.86
CCOC(=O)c1cc(-c2ccc(/C=N\n3cnnc3)o2)ccc1Cl	-0.34	3	1	10%	3	12	18	4.9*	0.31
C=CCN1C(=O)CS/C1=C(\C#N)S(=O)(=O)c1ccc(C)cc1	0.59	-5	0.9	3%	-6	-10	10	0.12	0.24
COc1cc(NC(=O)Cn2nnc(-c3ccncc3)n2)cc(OC)c1	0.075	-15	0.8	3%	15	-10	2	0.48	0.11
O=C(NC1=NCCS1)c1ccncc1	1.2	-2	1	1%	-11	4	7	0.66	1.3
O=C(CSc1nnc(-c2cccs2)n1-c1ccccc1)c1ccc2c(c1)OCCO2	-0.04	2	0.9	8%	-6	-8	12	-0.69	1.6
CCCCOC(=O)Cn1c(=N)n(CCN2CCOCC2)c2ccccc21	0.19	·	0.9	2%	-2	-4	6	1.8	-0.065
Cc1c2cccn2cc[n+]1C	-0.4	-5	0.9	3%[fluoresces]	-13	5	15	-0.8	-0.083
Cc1ccc(OCC(O)CN2CCN(CC(O)COc3ccc(C)cc3Cl)CC2)c(Cl)c1 (configuration not stated)	0.99	-3	0.9	3%	8	-5	22	0.24	-2.3
Cc1nnc(NC(=O)C2CCCCC2)s1	-0.14	-1	1	2%	-14	-22	17	-1.8	0.23
CCOCCCNC(=O)c1ccc2c(c1)N(Cc1ccccc1)C(=O)CS2=O (configuration not stated)	0.26	-8	0.8	1%	-13	-10	8	1.3	-0.047
Cc1cc(C)n(CC(=O)N2c3ccccc3Sc3ccccc32)n1	-1.7	·	0.9	7%	7	-3	·	-0.13	2.9
CCC(C)(C)NC(=O)CC(c1ccc(OC)cc1)n1cccc1 (configuration not stated)	-0.014	0	0.9	2%	5	0	8	-1.2	0.079
Cc1oc(-c2ccccc2F)nc1CSCC(=O)NCc1ccc2c(c1)OCO2	0.87	13	·	2%	10	28	18	0.45	0.99
O=C(c1ccc2c(=O)n(Cc3ccc4c(c3)OCO4)c(=S)[nH]c2c1)N1CCCCC1	-0.2	·	0.9	3%	-13	8	5	0.7	1.5
COc1ccc(CN2CCN(c3ncccn3)CC2)c(OC)c1	·	0	1	22%	-3	2	10	·	-2.1
Cc1ccc(C)c(N2CCN(C(=O)c3cc4ccccn4n3)CC2)c1	-0.77	6	0.9	3%	47	-11	7	31*	1.7

Filtered by structure, the compounds so far containing an NH in an aromatic ring (9)
SMILES	M1 antagonist	Jurkat tox 60K	TNAP act DEA	NADH coupling	tolC growth inh	SF-1 act	HEK293 NFkB inh	M1 agonist	D1 allo mod
CCN(C(=O)CN1CCN(c2ccc(O)cc2)CC1)c1c(N)n(Cc2ccccc2)c(=O)[nH]c1=O	1	-1	0.8	6%	-11	-8	16	1.3	-0.035
CCOC(=O)c1c(C)[nH]c(C(=O)Cn2nnc(-c3ccccc3)n2)c1C	-0.57	-6	0.9	5%	-7	2	4	0.46	0.47
O=c1[nH]c2ccc(Br)cc2c(-c2ccccc2)c1CN1CCOCC1	0.82	4	0.9	8%	20	-10	4	-0.54	1.6
CCOCCCNC(=O)c1c(C)[nH]c(C(=O)OCC)c1C	-0.0064	0	1	4%	-9	7	0	-0.19	0.17
O=c1c2[nH]c3ccccc3c2ncn1Cc1ccccn1	0.75	-4	1	9%	-21	-10	6	-0.45	0.91
OC(COc1ccccc1)CSc1ncn[nH]1 (configuration not stated)	0.97	-1	0.9	3%	-2	6	5	0.21	·
CSc1cccc(-n2cc(-c3ccc4c(c3)OCO4)[nH]c2=O)c1	-0.079	·	0.9	5%	17	43	-19	0.038	0.41
Cc1ccc(S(=O)(=O)N(C)Cc2cc3ccccc3[nH]c2=O)cc1	0.28	12	0.9	3%	5	-22	12	0.0058	0.61
O=C(c1ccc2c(=O)n(Cc3ccc4c(c3)OCO4)c(=S)[nH]c2c1)N1CCCCC1	-0.2	·	0.9	3%	-13	8	5	0.7	1.5

This is a random part of the collection; about 15% have a hit in one of these screens.
